# Screening results (PubChem)
# PriA SSB inh: inhibitors of Klebsiella pneumoniae PriA binding to SSB C-terminal tail, primary screen, biochemical, AlphaScreen | AlphaScreen SSBct-PriA binding, biotinylated peptide | inhibition, % at 33 µM | 0.6% of 430,000 active | AID 1272365, 2023; in the data active means inhibition mostly above about 37%, no sharp cut-off; inactive means mostly below about 20%;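 further: plate controls were negative control peptide for no effect and reference peptide for full effect; strong numbers were not always called active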
# 3CLpro inhibitor: SARS-CoV 3CLpro protease inhibitors, primary screen, biochemical, quenched FRET; Replicase polyprotein 1ab (Severe acute respiratory syndrome coronavirus), P0C6X7; recombinant SARS-CoV 3CLpro, quenched FRET peptide cleavage; inhibition, % at 6 µM; 0.14% of 290,000 active; AID 1706, 2009; in the data active means inhibition above about 12%
# Yp Topo-I inh: Yersinia pestis topoisomerase I inhibitors, primary screen, biochemical, cleavage product accumulation, plate reader, single point; DNA topoisomerase I (Yersinia pestis CO92); Y. pestis Topo-I cleavage product accumulation; activity, % at 10 µM; AID 504884, 2011; 0.064% of 360,000 active; in the data active means activity above about 50%, passing the limit was not always enough; inconclusive means no clear call, values can overlap the other calls; further: inactives centre near 2
# PfHsp40 rescue: rescue of yeast from PfHsp40 toxicity, primary screen, S. cerevisiae, ATP luminescence; S. cerevisiae expressing PfHsp40, growth rescue; AID 504582, 2011; growth rescue, % at 12.5 µM; 0.68% of 340,000 active; in the data active means growth rescue above about 28%, passing the limit was not always enough; inconclusive means no clear call, values can overlap the other calls;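 further: yeast W303a lacking pdr1 and pdr3 grown in galactose medium; growth measured after three days at 30 °C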
# PrPC surface inh: inhibitors of human cell surface prion protein PrPC, primary screen, cell-based, TR-FRET; Major prion protein (Homo sapiens), P04156; TR-FRET read-out; inhibition, % at 13.8 µM; 0.43% of 370,000 active; in the data active means inhibition above about 24%; further: 0% = median of the test wells and 100% = reference compound wells
# TcdB inh: TcdB glycohydrolase inhibitors, primary screen, biochemical, single point, plate reader. Toxin B (Clostridioides difficile), P18177. TcdB glycohydrolase enzymatic assay. inhibition, % at 9.99 µM. 0.24% of 350,000 active; in the data active means inhibition above about 10%
# BoNT A protease: BoNT/A light chain protease inhibitors, primary screen, biochemical, flow cytometry, MLPCN library; 0.17% of 360,000 active; multiplex microsphere protease substrate cleavage; inhibition, % at 10 µM; Botulinum neurotoxin type A light chain protease (Clostridium botulinum A str. ATCC 3502); further: plate controls were buffer without enzyme for full effect and enzyme alone for no effect
# Vc quorum ag: inducers of Vibrio cholerae quorum light production without autoinducers, primary screen, BH1578 luxS cqsA deficient, single point. V. cholerae BH1578 lux reporter, luminescence, 6 h. activation, % at 18.7 µM. 0.16% of 350,000 active; in the data active means activation mostly above about 9.7%, no sharp cut-off; inconclusive means no clear call, values can overlap the other calls; inactive means mostly below about 3.7%; further: not every result past the cut was called active; inactives centre near 0; reference of the scale not given here
# Anthrax LF prot: Bacillus anthracis LF protease inhibitors, primary screen, biochemical, multiplex microsphere, MLPCN library; Lethal factor (Bacillus anthracis), P15917; multiplex microsphere protease cleavage assay; inhibition, % at 10 µM; 0.12% of 360,000 active; AID 588501, 2011; further: plate controls were buffer without enzyme for full effect and enzyme alone for no effect
# Target sequence (P15917 whole entry, looked up): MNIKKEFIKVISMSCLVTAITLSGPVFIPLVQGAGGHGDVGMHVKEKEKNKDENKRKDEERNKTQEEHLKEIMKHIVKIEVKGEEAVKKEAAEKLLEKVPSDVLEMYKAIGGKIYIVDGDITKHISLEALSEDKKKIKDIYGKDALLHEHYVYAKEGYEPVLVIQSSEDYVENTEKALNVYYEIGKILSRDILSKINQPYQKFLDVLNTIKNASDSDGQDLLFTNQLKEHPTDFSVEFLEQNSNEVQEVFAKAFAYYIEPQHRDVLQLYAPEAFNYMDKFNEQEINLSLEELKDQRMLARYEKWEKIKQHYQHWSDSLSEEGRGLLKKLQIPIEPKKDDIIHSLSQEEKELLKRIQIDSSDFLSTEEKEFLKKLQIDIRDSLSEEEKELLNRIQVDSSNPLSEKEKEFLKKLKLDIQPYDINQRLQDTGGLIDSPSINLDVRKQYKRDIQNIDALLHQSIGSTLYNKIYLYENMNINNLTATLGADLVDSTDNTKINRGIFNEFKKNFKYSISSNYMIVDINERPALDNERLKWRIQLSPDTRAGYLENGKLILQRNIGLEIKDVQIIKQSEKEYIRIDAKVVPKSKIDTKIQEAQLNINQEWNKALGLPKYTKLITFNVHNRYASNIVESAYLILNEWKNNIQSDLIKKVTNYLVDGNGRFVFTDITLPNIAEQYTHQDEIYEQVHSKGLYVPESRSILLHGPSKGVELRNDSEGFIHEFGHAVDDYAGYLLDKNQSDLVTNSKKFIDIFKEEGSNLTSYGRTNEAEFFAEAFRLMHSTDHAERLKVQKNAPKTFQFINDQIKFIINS
# Active calls of the source: *; i = inactive; ? = inconclusive; . = no result given. Unless noted, no stated cut-off is given here; in the data, active means inhibition above about 30%; inconclusive means no clear call, values can overlap the other calls; inactive means below that. The list is partial; count on the stated rates, not on these rows.
# Value order – PfHsp40 rescue, BoNT A protease, Vc quorum ag, 3CLpro inhibitor, TcdB inh, PrPC surface inh, PriA SSB inh, Anthrax LF prot, Yp Topo-I inh
COCCN(C(=O)C1CCN(C(=O)c2ccccc2C)CC1)c1c(N)n(CC(C)C)c(=O)[nH]c1=O
  0.0, -0.3, i, ., 1.0, 1.9, -8.3, -0.5, -1.6
CCNC(=O)C1(C)CCCN(C(=O)c2cccc(C)c2C)C1 (stereo unspecified)
  ., 0.0, -0.2, ., -0.2, 5.3, ., -0.1, -13.0
COc1ccc(NC(=O)NCCN2CCCCC2)cc1
  0.3, -6.1, -0.3, -5.9, -0.3, -5.8, -11.3, 0.4, 9.1
Cc1ccc(N2C(=O)Nc3ccccc3S2(=O)=O)cc1Cl
  -0.3, 1.2, 0.6, 2.1, 3.5, 1.9, 7.2, 8.2, 1.4
CCOC(=O)C1C(=O)CC(C)(O)C(C(=O)OCC)C1c1cccc(OC(F)(F)C(F)F)c1 (stereo unspecified)
  1.3, 1.0, i, -2.1, ., -3.9, -2.7, 0.0, 1.4
Cc1nn(Cc2nc(-c3cccs3)no2)c(C)c1Br
  0.8, 0.5, -0.2, -1.0, 0.0, 8.1, -20.2, -2.5, -2.4
Cc1cc(=O)[nH]c(SCC(=O)N2CCCC2)n1
  -0.8, 4.1, i, ., 0.4, -2.8, 1.2, 1.1, 5.9
CCN(C(=O)COC(=O)c1cc2ccccc2cc1O)C1CCS(=O)(=O)C1 (stereo unspecified)
  0.5, -0.1, ., -0.2, ., 2.3, -14.1, -2.8, 11.6
COCCNC(=S)N(CCc1c(C)[nH]c2ccc(OC)cc12)Cc1ccco1
  -0.8, 1.9, -7.7, -4.4, 0.4, 3.2, 17.0, -6.8, 6.6
CC(=O)Nc1cc(NC(C)=O)c(N=Nc2ccccc2)cc1C
  -0.5, ?, i, -0.8, 1.9, -16.5, -0.9, -3.5, -0.6
CCN(CC)CC(=O)N1CCCC(C(=O)c2ccccc2OC)C1 (stereo unspecified)
  0.1, 0.0, -0.3, 0.1, 0.7, -2.3, 5.6, -0.5, -3.2
O=CNCC(=O)NC1CCCCCC1
  -0.5, 0.4, i, -6.2, 0.9, 3.2, -12.3, 0.7, 0.1
COC(=O)C[C@H]1c2ccc(C(F)(F)F)cc2S(=O)(=O)N1Cc1ccccc1
  4.6, 0.1, 0.7, ., 2.8, 2.7, -28.1, -0.1, 3.4
CC(NS(=O)(=O)c1ccc([N+](=O)[O-])cc1)C(c1cccs1)N1CCOCC1 (stereo unspecified)
  -0.4, -0.4, -2.3, -3.8, -0.1, -26.7, 6.0, -2.0, -9.4
OCC[C@@H]1C[C@@H](O)[C@H](O)[C@]2(Cc3ccccc3CCO2)O1
  -0.4, -0.6, -1.2, 2.2, 0.9, 0.4, -11.0, -4.0, 8.6
CC1=C(C(=O)N(C(C)C)C(C)C)CC(CC(=O)NC(c2ccccc2)c2ccccc2)C(=O)N1CCC1=CCCCC1 (stereo unspecified)
  ., 0.4, ., ., 0.4, 1.1, ., -6.3, .
COc1cccc(OCCn2cccc2/C=C2/C(=N)N3OC(C)=CC3=NC2=O)c1
  0.3, -0.7, i, 1.9, 1.8, -2.1, -4.5, -2.7, -1.2
COC(=O)C1=C(c2ccccc2)C[C@@H]2CC[C@H]1N2C(=O)NCCCOC(C)C
  0.1, -0.3, i, ., -0.6, 6.0, -13.1, -0.5, -11.5
COc1ccc(NC(C)C(=O)N/N=C/c2ccccc2OCc2ccc(Br)cc2)cc1 (stereo unspecified)
  3.5, 0.0, i, -0.9, ., 3.0, ., 2.7, 3.8
COc1ccccc1NC(=O)Cn1cnc2c(oc3ccccc32)c1=O
  -1.2, -0.2, -0.1, 2.2, 0.1, 3.9, -1.2, -10.5, 1.7
COc1ccc(-c2nc3ccc(Br)cn3c2Cc2cccc(F)c2)cc1OC
  ., 4.0, ., ., 2.0, 35.6*, ., 8.3, .
Cn1c(Oc2ccc(F)cc2F)c(C=O)c2ccccc21
  0.0, -0.7, -4.5, 8.0, 1.2, 5.1, -10.7, -5.9, 4.9
COc1cc2[nH]c(=S)n(N(C(C)=O)C(C)=O)c(=O)c2cc1OC
  0.1, 2.2, i, -5.3, ., 0.4, -12.7, 0.4, 3.5
NS(=O)(=O)c1ccc(CNC(=O)c2cc(-c3ccccc3)nc3ccccc23)cc1
  -0.7, 0.7, i, -1.1, 0.4, -4.4, -9.9, -5.6, -7.4
N#Cc1c(-c2ccccc2)nc(N2CCN(Cc3ccccc3)CC2)[nH]c1=O
  0.3, -3.2, i, -5.0, 2.2, 1.6, 4.5, 7.3, 5.7
CC(C)(C)NC(=O)CSc1nnc(Cc2ccc3c(c2)OCO3)n1C1CCCCC1
  -0.1, -2.1, i, -4.7, ., -4.5, -4.4, -5.2, 3.2
O=C(Cn1cc(CNC(=O)C2CCCCC2)nn1)Nc1cc(C(F)(F)F)ccc1Cl
  1.0, -0.3, i, ., 0.5, -1.1, -36.3, -3.5, 2.4
O=C(Nc1ccc2ncccc2c1)c1ccccc1Cl
  -0.7, 0.8, -0.3, -3.0, 1.3, 4.9, -3.7, 0.7, -5.2
COc1ccccc1N1CCN(C(=S)Nc2cccc(C)c2)CC1
  0.4, 0.3, -0.8, 0.2, 0.9, 8.0, 9.7, -0.6, 6.5
COCCNC(=S)N1CCN(c2nc(-c3ccc(F)cc3)cs2)CC1
  2.9, -2.7, -1.2, -2.4, 0.0, 9.2, 2.7, -3.5, 18.1
COc1ccc(Br)cc1CN(C)CC(=O)NCCc1ccc(S(N)(=O)=O)cc1
  -0.4, 1.1, -0.2, 2.0, 2.6, 2.9, -1.3, -2.7, 4.0
O=C(Nc1ccc2nsnc2c1)N1CCCCC1
  -0.1, 0.0, -0.6, -0.7, ., 0.6, -18.1, -3.0, 5.7
CC(C)NCCOCCOc1ccc(Cl)cc1Br
  0.6, 1.5, -0.2, 2.6, ., 1.9, 4.1, 11.6, 3.3
Cc1ccc(C)c(C(=O)OCC(=O)Nc2ccc(N3CCOCC3)cc2)c1
  0.0, -0.9, -0.4, 4.8, 0.8, 0.2, 11.2, -1.2, 15.6
COc1ccc(OCc2cc(C(=O)N3CCCCCCC3)no2)c(Cl)c1
  4.6, -0.3, ., -1.6, 0.5, 0.1, -19.3, -3.6, 38.0
O=C(COc1ccc(Cl)cc1Cl)NNC(=S)NCc1ccco1
  3.8, 0.2, -2.3, 5.8, 0.3, 3.9, 11.2, -3.1, 9.1
Cc1cc(-c2ccccc2)c2nncn2n1
  -1.7, -0.2, -0.3, -0.7, ., -21.6, -2.9, 2.6, 16.1
O=C(COC(=O)c1ccc2c(c1Cl)C(=O)c1ccccc1C2=O)NC1CC1
  0.8, -0.1, i, -0.3, 1.2, -40.9, -8.9, -1.8, -9.0
O=C(/C=C/c1ccccc1)OCC(=O)N1CCCC1
  -0.9, -0.5, -2.6, ., 0.4, -0.3, 4.9, 11.3, -0.3
S=C(NCCCN1CCOCC1)Nc1ccc(Cl)cc1Cl
  -1.0, -0.4, -0.4, 3.5, 2.1, 1.9, 2.1, -0.8, 0.1

# Random excerpt: 2 compounds from above
# Value order – PfHsp40 rescue, BoNT A protease, Vc quorum ag, 3CLpro inhibitor, TcdB inh, PrPC surface inh, PriA SSB inh, Anthrax LF prot, Yp Topo-I inh
Cc1cc(-c2ccccc2)c2nncn2n1
  -1.7, -0.2, -0.3, -0.7, ., -21.6, -2.9, 2.6, 16.1
S=C(NCCCN1CCOCC1)Nc1ccc(Cl)cc1Cl
  -1.0, -0.4, -0.4, 3.5, 2.1, 1.9, 2.1, -0.8, 0.1

# More structures
# Value order – PfHsp40 rescue, BoNT A protease, Vc quorum ag, 3CLpro inhibitor, TcdB inh, PrPC surface inh, PriA SSB inh, Anthrax LF prot, Yp Topo-I inh
CCCc1ccc2oc(C(=O)N3CCN(C4CCS(=O)(=O)C4)CC3)c(C)c2c1 (stereo unspecified)
  1.2, -0.8, -0.4, 1.5, 0.4, 7.4, -12.9, -0.6, 22.6
Cc1cc(NC(=O)CSc2nnc(-c3ccc(Br)o3)n2Cc2ccccc2)no1
  1.7, -0.4, i, -2.9, ., 5.0, 9.6, 0.3, 19.3
COc1ccc(C(=O)NCC(c2ccccc2)c2ccccc2)cc1S(=O)(=O)N1CCOCC1
  1.9, -0.7, -0.3, ., -2.9, 9.7, -0.2, -2.3, 23.7
COC(=O)c1ccc(NC(=S)N2CCN(Cc3ccccc3Cl)CC2)cc1
  2.6, 0.1, -0.2, -1.4, 2.0, 5.1, -5.2, 0.8, 19.1
Cc1c(Cl)cccc1NC(=O)CN(C1CCCCC1)S(C)(=O)=O
  -0.8, 0.0, -0.3, 3.5, -4.6, 3.4, -5.7, -17.4, 0.7
CCOc1ccccc1NC=C1C(=O)OC2(CCCCC2)OC1=O
  0.2, -0.7, i, 2.5, -1.5, 8.5, 0.6, 0.8, 6.5
COc1ccc(OC)c(CNC(=O)CCc2cn(C)c3ccccc23)c1
  -1.0, -4.2, -1.2, -4.2, 0.4, -1.2, 1.8, -0.6, -1.2
c1ccc(-n2ncc3c2ncn2cnnc32)cc1
  -0.9, -0.2, i, -2.5, ., 1.6, -23.5, -3.1, -0.8
Cc1cc(C)n2nc(SCC(=O)c3cc(C)n(-c4cc(C)on4)c3C)nc2n1
  0.5, ?, -1.0, 5.3, ., 13.9, 3.1, -1.0, -0.7
CCCOc1ccc(C(C(=O)OCCN(CC)CC)c2ccccc2)cc1 (stereo unspecified)
  -2.2, 0.2, i, 1.3, ., -8.0, -26.5, 0.4, 5.2
Cc1cc([N+](=O)[O-])c(C)cc1-c1ccc(/C=N/NC(=O)Cn2nnnc2N)o1
  0.4, 3.7, 0.0, -2.9, 0.2, -2.8, ., 3.9, 5.0
O=C(Nc1nnc(S(=O)(=O)N2CCOCC2)s1)c1ccc(F)cc1
  -1.0, 0.2, -0.6, -0.1, 9.5, -3.4, 1.9, -12.4, -4.1
COc1ccc(N2CCN(Cc3nnnn3C3CCCCC3)CC2)cc1
  -0.6, -0.2, i, 5.3, -1.8, -3.5, -22.6, -10.8, 6.3
NC(=O)NC(=O)COC(=O)c1sc2ccccc2c1Cl
  -0.9, -0.6, -0.5, 0.8, 0.7, -3.7, -0.1, 1.0, -0.9
CC1CCCCC1NC(=O)c1ccc(-n2cncn2)c([N+](=O)[O-])c1 (stereo unspecified)
  0.9, ., 0.0, ., -0.7, -12.9, 8.2, ., 6.4
Cc1cc(/C=C2\C(=O)NC(=O)N(c3cccc(F)c3)C2=O)c(C)n1-c1cc(C(=O)O)cc(C(=O)O)c1
  1.0, -1.8, 0.0, 2.2, -0.8, 3.3, -4.5, 1.0, 1.2
COc1cc(C(=O)OCC(=O)N(C)c2ccccc2)cc(OC)c1OC
  -1.0, 1.1, -1.3, -1.7, 0.7, -1.4, 10.3, -2.2, -4.5
O=C(COc1ccccc1Cl)N1CCCC1
  6.2, 0.7, -1.8, -7.3, ., -0.6, -0.4, -3.0, 6.5
COc1ccc(CNC(=O)CCNS(=O)(=O)c2ccc(C)cc2)cc1
  0.4, 0.0, -0.3, 1.1, ., 6.3, -9.4, -2.8, -4.2
N#CC(C#N)=Cc1ccc(-c2ccc(S(=O)(=O)N=C(N)N)cc2)o1
  -1.8, 1.4, i, 1.2, -1.1, -12.7, -23.2, 1.8, -14.1
Cc1nc(C)c(-c2ccc(SCC(=O)Nc3ccc(C)c(Cl)c3)nn2)s1
  5.1, -0.1, i, 4.4, 1.4, 3.3, -0.2, 0.1, -6.3
O=C(CCCN1C(=O)/C(=C/c2ccccc2Cl)SC1=S)Nc1ccccn1
  -1.1, 0.5, 0.1, 0.0, ., -5.8, 44.0, -0.5, -7.3
